Screening results as filed in PubChem.
HPDE-C7 cytotoxicity – cytotoxicity in HPDE-C7 cells, cell-based, fluorescence, HTS (AID 430) | HPDE-C7 pancreatic duct cells viability, fluorescence; higher % means a stronger effect | hit rate 1.8% among 63,000 | cytotoxicity, % at 10 µM; hits with a dose series show EC50 in µM;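 further: cells exposed to compound for 48 hours before viability readout; 0% = vehicle and 100% = reference cytotoxic drug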
MK inhibit – S. pneumoniae MK inhibitors, primary screen, biochemical, PK/LDH-coupled NADH absorbance; mevalonate kinase [Streptococcus pneumoniae D39]; purified MK, PK/LDH-coupled NADH absorbance 340 nm; inhibition, % at 10 µM; hit rate 0.48% among 65,000;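 active means ranked among the strongest by inhibition in the single 10 µM screen, a fixed top-ranked set picked for dose follow-up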; further: no value below 0 was filed
HT1080 viability – cytotoxicity in HT1080 fibrosarcoma cells, cell-based, fluorescence readout (AID 620); HT1080 viability, fluorescence; higher % means a stronger effect; cytotoxicity, % at 10 µM; hits with a dose series show EC50 in µM; hit rate 0.42% among 87,000;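 further: cells exposed to compound overnight then 4 h with Alamar Blue; 0% = vehicle DMSO and 100% = killing control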
Bfl-1 inhibitors – Bfl-1 inhibitors, primary screen, biochemical, fluorescence polarization, FITC-Bid, mouse (AID 432). one-dose displacement, % at 20 µM; IC50 in µM for titrated hits. hit rate 0.02% among 64,000. Bcl-2-related protein A1 (Mus musculus). FITC-Bid BH3 peptide fluorescence polarization displacement; higher % means a stronger effect; in the data active means a potency from the dose series; inactive means the rest, 99 in 100 with displacement below about 15%; further: strong numbers were not always called active
LYP phosphatase – LYP phosphatase inhibitors, primary screen, biochemical, DiFMUP fluorescence, recombinant catalytic domain, 10 µM (AID 606); recombinant LYP catalytic domain, DiFMUP fluorescence; higher % means a stronger effect; 52,000 tested, under 10 active; Tyrosine-protein phosphatase non-receptor type 22 (Homo sapiens); inhibition, % at 10 µM; hits with a dose series show IC50 in µM;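 active means IC50 under 40 µM in the dose-response test; inactive means IC50 of 40 µM or more, or never dose-tested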
PMK inhibit – S. pneumoniae PMK inhibitors, primary screen, biochemical, mevalonate pathway, pilot trial included. hit rate 0.49% among 65,000. purified PMK, PK/LDH-coupled NADH absorbance 340 nm. AID 539, 2006. inhibition, % at 10 µM;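 active means top-ranked compounds by inhibition in the single 10 µM screen, taking a fixed number of the strongest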;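 further: 0% = full reaction with DMSO carrier and 100% = background rate without enzyme reaction; no value below 0 was filed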
HPDE-C7K KRASV12 – cytotoxicity in KRAS-transformed pancreatic duct cells, primary screen, cell-based, fluorescence, HTS (AID 431); cytotoxicity, % at 10 µM, or EC50 in µM where a hit was titrated; HPDE-C7K KRASV12 cells, Alamar Blue viability, 48 h; higher % means a stronger effect; hit rate 1.7% among 63,000;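 active means compounds whose percent cytotoxicity in the single-dose primary screen, scaled between solvent and toxic-drug controls, exceeds 50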;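 further: 0% = DMSO solvent wells and 100% = doxorubicin-treated wells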
Alkaline phosphatase – human TNAP enzyme inhibitors, biochemical, luminescent (AID 518) | Alkaline phosphatase, tissue-nonspecific isozyme (Homo sapiens) | purified TNAP enzyme, luminescent substrate readout; higher % means a stronger effect | one-dose inhibition, % at 20 µM; IC50 in µM for titrated hits | hit rate 0.09% among 64,000; in the data active means a potency from the dose series; inactive means the rest, 99 in 100 with inhibition below about 22%;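 further: plate controls were vehicle for no effect and reference inhibitor for full effect; many of its hits are not listed in these tables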
Spn DPM-DC inh – S. pneumoniae DPM-DC inhibitors, primary screen, biochemical, PK/LDH-coupled NADH fluorescence. purified DPM-DC. diphosphomevalonate decarboxylase (Streptococcus pneumoniae D39). calls only at 10 µM. AID 556, 2006. hit rate 0.49% among 65,000;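 active means the 320 compounds with the highest percent inhibition in the single-dose primary screen, excluding strongly autofluorescent ones, cut at about 32% in these data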;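 further: kinetic rate of NADH fluorescence loss reporting ADP formed by the decarboxylase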
PMK inhibit pilot replicates – also measured in PMK inhibit; calls as there; inhibition, %; measured here: pilot screen replicates
MK inhibit pilot replicates – second read-out of MK inhibit, no call of its own (marks repeat the call); inhibition, %; measured here: pilot screen replicates
Spn DPM-DC inh pilot screen % – recorded beside Spn DPM-DC inh, whose call it bears; inhibition, %; measured here: pilot screen trials
Active calls of the source: *; i = inactive; nt = not tested or not shown. Unless noted, no stated cut-off is given here; in the data, active means cytotoxicity above about 50%; inactive means the rest. Not a hit list; about 3.5% have a hit in one of these screens.

SMILES | HPDE-C7 cytotoxicity | MK inhibit | HT1080 viability | Bfl-1 inhibitors | LYP phosphatase | PMK inhibit | HPDE-C7K KRASV12 | Alkaline phosphatase | Spn DPM-DC inh | others
CC1CN(C(=O)Cn2cnc3c2c(=O)n(C)c(=O)n3C)CC(C)O1 (stereo not drawn) | 2% | 4 | -3% | -3% | 6% | 0 | -10% | 10% | i
N#Cc1c(NC(=O)CCC(=O)O)sc2c1CCCC2 | 10% | 2 | 1% | 5% | 4% | 10 | 13% | 20% | i
Cc1ccc(S(=O)(=O)N2CCOCC2)cc1C(=O)Nc1c(C)n(C)n(-c2ccccc2)c1=O | 3% | 0 | 2% | 7% | 15% | 5 | -1% | 13% | i
COc1ccc(OC)c(Nc2nc(-c3cccs3)cs2)c1 | 44% | 3 | 1% | 0% | nt | 7 | 55%* | 15% | i | PMK inhibit pilot replicates=0.0;MK inhibit pilot replicates=0.0;Spn DPM-DC inh pilot screen %=0.0
COc1ccc(CNC(=O)CSc2nnnn2Cc2ccccc2)cc1 | 1% | 0 | -5% | -10% | nt | 17 | 22% | 4% | i
COc1ccc(N/C(=N\c2nc(C)cc(C)n2)NC(=O)C(C)C)cc1OC | -5% | 3 | 27% | 3% | nt | 6 | -7% | 11% | i
CC1CCN(S(=O)(=O)c2ccc(Br)s2)CC1 | 2% | 9 | 1% | -4% | -5% | 1 | 6% | 20% | i | PMK inhibit pilot replicates=5.5;MK inhibit pilot replicates=3.5;Spn DPM-DC inh pilot screen %=1.5
COc1ccc(N(CC(O)CN2CCCCC2)S(=O)(=O)c2ccc(C)cc2)cc1 (stereo not drawn) | 4% | 4 | 2% | -7% | nt | 4 | 3% | 14% | i
CCOC(=O)Cc1csc(NC(=O)c2ccc3c(c2)OCO3)n1 | 4% | 1 | 1% | 1% | 1% | 1 | -8% | 0% | i
Cc1c(NS(C)(=O)=O)c(=O)n(-c2ccccc2)n1C | 0% | 3 | 4% | -3% | 2% | 21 | 4% | 4% | i
C=CCn1c(SCc2nc3c(c(=O)[nH]c(=O)n3CCCC)n2CCC)nnc1-c1ccccc1 | 11% | 6 | -2% | -3% | -2% | 8 | 5% | 3% | i
Cc1sc2nc(SCC(=O)c3cc(C)n(CC4CCCO4)c3C)n(C(C)C)c(=O)c2c1C (stereo not drawn) | 22% | 4 | -1% | -5% | 22% | 0 | 22% | 2% | i
COc1ccc(N2C(=O)CCC(C(=O)N3CCC(C(N)=O)CC3)C2c2ccc(F)cc2)cc1 (stereo not drawn) | -18% | 11 | -7% | -12% | 8% | 7 | -13% | 8% | i
CCC1(CC)Nc2ccccc2C(=O)N1c1ccc(NC(C)=O)cc1 | 11% | 5 | -5% | -4% | -4% | 17 | 15% | 10% | nt
CCOc1ccc(Nc2ncnc3c2cnn3-c2ccccc2)cc1 | -4% | 0 | -3% | -2% | 14% | 0 | 7% | 5% | i
COc1ccc(C)cc1S(=O)(=O)Nc1cccc(SC)c1 | -6% | 3 | 7% | -5% | nt | 4 | -5% | 3% | i
Cc1noc(C)c1COC(=O)CCC(=O)c1ccc(F)cc1 | -1% | 5 | 26% | 0% | 5% | 9 | 10% | 5% | i
COc1ccc(OC)c(S(=O)(=O)N2c3cc(F)ccc3CCC2C)c1 (stereo not drawn) | 3% | 6 | 8% | 0% | -12% | 7 | 4% | 4% | i
CC(C)CCNC(=O)CCNS(=O)(=O)c1ccc(Cl)cc1 | -10% | 0 | 22% | 3% | nt | 12 | 9% | 19% | i | PMK inhibit pilot replicates=4.5;MK inhibit pilot replicates=0.0;Spn DPM-DC inh pilot screen %=0.0
O=C(Nc1ccc(NC(=O)C2CC2)nc1)c1ccco1 | -6% | 0 | 16% | 6% | 15% | 0 | 4% | 5% | i
Cc1cc(C)n(C(=O)CNC(=O)c2cccs2)n1 | 4% | 6 | -8% | 6% | -4% | 0 | 11% | 16% | i
Cc1c(Cl)cccc1NC(=O)CC(C(=O)O)C1CCCO1 (stereo not drawn) | 8% | 11 | 0% | 2% | nt | 6 | 7% | -2% | i
c1csc(-c2nn3c(C4CCCCC4)nnc3s2)c1 | -12% | 0 | -16% | 0% | nt | 5 | -10% | 11% | i
CCn1c(C)c(C(C)=O)c(N2CCC(C(N)=O)CC2)nc1=S | -3% | 3 | 5% | 0% | 7% | 14 | -15% | 6% | i
CC(=O)c1ccc(NC(=O)c2noc3c2CCCCC3)cc1 | -11% | 9 | 0% | -6% | nt | 14 | 16% | 13% | i | PMK inhibit pilot replicates=3.0;MK inhibit pilot replicates=0.0;Spn DPM-DC inh pilot screen %=1.0
CCOC(=O)C(NC(=O)CC)(Nc1ccc(S(=O)(=O)Nc2ncccn2)cc1)C(F)(F)F (stereo not drawn) | 1% | 8 | 16% | -3% | -8% | 10 | -12% | 2% | i
CCN(CC)c1ccc(NC(=O)CN2CCN(CC(=O)Nc3ccc(F)cc3)CC2)cc1 | 4% | 0 | -3% | -2% | nt | 7 | 6% | 11% | i
CCOC(=O)c1c(N)sc(C(=O)N2CCOCC2)c1C | -18% | 7 | 4% | 0% | -5% | 0 | -10% | 8% | i | PMK inhibit pilot replicates=3.0;MK inhibit pilot replicates=0.5;Spn DPM-DC inh pilot screen %=2.0
COc1ccc(C(=O)NC2CC3CCCC(C2)N3CC(C)C)cc1OC (stereo not drawn) | -12% | 0 | -1% | -1% | nt | 14 | 9% | 8% | i
Cc1csc(-c2cnn(-c3ccccc3)c2NC(=O)c2ccccc2)n1 | -1% | 0 | -5% | -3% | nt | 12 | -1% | 14% | i
CCOC(=O)c1c(C)[nH]c(C(=O)OCC(=O)N2CCN(S(=O)(=O)c3ccccc3)CC2)c1C | -3% | 0 | 3% | -2% | 6% | 0 | -4% | 2% | i
Cn1c(=O)[nH]c(=O)c2c1nc(N1CCCCC1)n2CCSc1nc2ccccc2o1 | 2% | 0 | -4% | -8% | 9% | 1 | -2% | 6% | i
CC(C)n1c(N2CCN(CC(=O)NCc3cccs3)CC2)nc2ccccc21 | 8% | 0 | -8% | -2% | nt | 0 | 18% | 5% | i
Cc1ccc(S(=O)(=O)NCC(=O)N(CC(=O)NC2CCCCC2)Cc2ccco2)cc1 | -6% | 4 | -3% | -4% | 9% | 0 | -3% | 14% | i | PMK inhibit pilot replicates=5.0;MK inhibit pilot replicates=0.5;Spn DPM-DC inh pilot screen %=1.0
NCCc1cnc[nH]1 | nt | 4 | -6% | nt | 15% | 5 | nt | nt | i
O=C(Cn1cnc2ccccc2c1=O)N(Cc1ccco1)c1ccc(O)cc1 | 1% | 0 | 10% | -3% | 1% | 0 | 0% | 4% | i
COCc1[nH]nc2c1C1(C(=O)Nc3ccc(F)cc31)C(C#N)=C(N)O2 (stereo not drawn) | -42% | 9 | 0% | 6% | 11% | 16 | -39% | 13% | i
CCC(C)(C)NC(=O)C(c1ccccc1F)N(Cc1ccco1)C(=O)c1csnn1 (stereo not drawn) | -21% | 0 | nt | -6% | 7% | 38* | -1% | 9% | i
Cc1ccc(C)c(SCC(=O)OCC(=O)Nc2ccc(S(=O)(=O)N3CCOCC3)cc2)c1 | -15% | 6 | -3% | -4% | nt | 13 | -6% | 13% | i
c1cc(-c2nc3cc(Oc4ccc5oc(-c6ccncc6)nc5c4)ccc3o2)ccn1 | -7% | 7 | -6% | -5% | 3% | 4 | 6% | -6% | i

By substructure: the entries above with a COOH group.
SMILES | HPDE-C7 cytotoxicity | MK inhibit | HT1080 viability | Bfl-1 inhibitors | LYP phosphatase | PMK inhibit | HPDE-C7K KRASV12 | Alkaline phosphatase | Spn DPM-DC inh | others
N#Cc1c(NC(=O)CCC(=O)O)sc2c1CCCC2 | 10% | 2 | 1% | 5% | 4% | 10 | 13% | 20% | i
Cc1c(Cl)cccc1NC(=O)CC(C(=O)O)C1CCCO1 (stereo not drawn) | 8% | 11 | 0% | 2% | nt | 6 | 7% | -2% | i

Next part.
SMILES | HPDE-C7 cytotoxicity | MK inhibit | HT1080 viability | Bfl-1 inhibitors | LYP phosphatase | PMK inhibit | HPDE-C7K KRASV12 | Alkaline phosphatase | Spn DPM-DC inh | others
COc1cccc(C2CC(c3cccc(OC)c3)n3nc(N)nc3N2)c1 (stereo not drawn) | -4% | 4 | 2% | 2% | 6% | 7 | 2% | 4% | i
c1cc(-c2nc3ccccc3o2)nc(-c2nc3ccccc3o2)c1 | -11% | 10 | 2% | 15% | -1% | 15 | -12% | 12% | i | PMK inhibit pilot replicates=6.0;MK inhibit pilot replicates=2.5;Spn DPM-DC inh pilot screen %=5.5
COC(=O)CSc1nnc(-c2ccc(NS(=O)(=O)c3ccccc3)cc2)o1 | 13% | 8 | -4% | -1% | 7% | 21 | 11% | 0% | i
Cc1occc1C(=O)Nc1ccccc1NC(=O)c1ccoc1C | 2% | 5 | 5% | -1% | 10% | 6 | 6% | 2% | i | PMK inhibit pilot replicates=2.5;MK inhibit pilot replicates=0.0;Spn DPM-DC inh pilot screen %=0.5
COc1cc([C@@H]2[C@H]3CNCC=C3C(C#N)=C(N)C2(C#N)C#N)ccc1OC(C)C | 13% | 12 | 0% | -5% | -4% | 0 | 18% | 15% | i
CNC(=O)CN(c1cccc2ccccc12)S(C)(=O)=O | -8% | 0 | 5% | 5% | 6% | 4 | -4% | 0% | i
C[C@]12C[C@H](O)[C@H]3[C@@H](CCC4=CC(=O)CC[C@@]43C)[C@@H]1CC[C@@H]2C(=O)CO | 6% | 6 | -4% | -2% | 21% | 0 | -4% | 8% | i | PMK inhibit pilot replicates=3.5;MK inhibit pilot replicates=0.0;Spn DPM-DC inh pilot screen %=0.0
O=C(CC(CC(=O)c1ccccc1)C(=O)O)c1ccccc1 | 10% | 5 | 9% | 1% | 8% | 0 | 8% | 5% | i | PMK inhibit pilot replicates=4.0;MK inhibit pilot replicates=8.0;Spn DPM-DC inh pilot screen %=6.5
Nc1c2c(nc3ccn(-c4ccccc4)c(=O)c13)CCCCC2 | -26% | 0 | 9% | 1% | 21% | 8 | -30% | 9% | i
COc1ccc(S(=O)(=O)N2CCN(Cc3c[nH]c4ccccc34)CC2)cc1 | -6% | 6 | -5% | -2% | nt | 14 | -15% | 15% | i
CCn1c(SCC(=O)Nc2ccc(OC)c(OC)c2)nnc1-c1cccs1 | -2% | 4 | -3% | 3% | -14% | 3 | -14% | 10% | i
COc1ccccc1-c1c(C)nn2c(C)cc(C)nc12 | -3% | 9 | -3% | -2% | nt | 7 | 6% | 5% | i
Cn1c(=O)[nH]c(=O)c2c1nc(N1CCCC1)n2CCCSc1nc2ccccc2o1 | -12% | 9 | 6% | -4% | 2% | 12 | 6% | 2% | i
Cc1ccc(N2C(=O)CC(N3CCN(C4CCc5ccccc5C4)CC3)C2=O)cc1 (stereo not drawn) | 1% | 5 | -5% | -3% | 6% | 13 | -8% | 6% | i
